All columns: NCI-60 one-dose screen, growth in % after 48 h at 10 µM unless noted; 100 = growth as untreated, 0 = no growth, -100 = all killed.
SF-268: SF-268 CNS cancer cells; 82,000 tested, 3.1% active; AID 1794759
A498: A498 renal cancer cells | 76,000 tested, 5.4% active
SF-539: SF-539 CNS cancer; 81,000 tested, 6.8% active
SNB-19: SNB-19 CNS cancer cells | 81,000 tested, 2.5% active | AID 1794751
SNB-75: SNB-75 CNS cancer | 79,000 tested, 5% active | AID 1794750
RXF 393: RXF 393 renal cancer cells; 77,000 tested, 6.9% active
ACHN: ACHN renal cancer. 81,000 tested, 4.9% active. AID 1794771
CAKI-1: CAKI-1 renal cancer; 75,000 tested, 4.7% active
Starred values were filed as active, the others as inactive; · = not tested or not shown. The calls were made as follows: active = growth percent below 10; inactive = the rest.

SMILES,RXF 393,CAKI-1,SNB-19,A498,SNB-75,ACHN,SF-268,SF-539
COc1ccc(Cn2cc3c(c2-c2cc(OC)c(OC)c(OC)c2)CCCc2cnoc2-3)cc1,-2.8*,19.6,23.1,·,-17.6*,36.3,57.7,2.8*
Oc1ccc(Sc2ccc(O)cc2O)c(O)c1,107.6,96.4,106.0,101.3,79.4,97.7,95.4,96.9
CCCCOc1c(N)cc(Cl)cc1C(=O)OCCN(CC)CC,125.2,·,100.9,80.1,100.9,·,98.6,103.5
COc1cc(C2CC(c3cc(OC)c(OC)c(OC)c3)=NN2C(C)=O)ccc1Oc1nc2c(c(=O)n(C)c(=O)n2C)n1C (centres undefined),107.8,104.1,85.0,81.5,84.6,96.0,87.7,105.6
CN1C(=O)N(C)C2SC(N/N=C/c3ccccc3F)=NC21 (centres undefined),·,67.4,63.4,82.4,91.1,85.5,78.7,54.3
COc1cc2cn3c4ccc(O)cc4nc(N)c3c2cc1OC,9.9*,-4.0*,20.5,-14.4*,2.2*,-3.7*,20.8,-18.3*
Cc1cc2c(C(C)C)c(O)c(O)c(C(=O)C(=O)NC3CCCCC3)c2c(O)c1-c1c(C)cc2c(C(C)C)c(O)c(O)c(C(=O)C(=O)NC3CCCCC3)c2c1O,101.4,95.7,93.0,83.4,107.2,113.7,85.8,105.4
CCc1c2c(nc3ccc(OCc4ccc(B(O)O)cc4)cc13)-c1cc3c(c(=O)n1C2)COC(=O)[C@]3(O)CC,-45.5*,-21.0*,8.1*,-58.4*,-7.4*,-12.6*,7.5*,-7.5*

Reprinted at random: 3 records from the list.
SMILES,RXF 393,CAKI-1,SNB-19,A498,SNB-75,ACHN,SF-268,SF-539
CCCCOc1c(N)cc(Cl)cc1C(=O)OCCN(CC)CC,125.2,·,100.9,80.1,100.9,·,98.6,103.5
CCc1c2c(nc3ccc(OCc4ccc(B(O)O)cc4)cc13)-c1cc3c(c(=O)n1C2)COC(=O)[C@]3(O)CC,-45.5*,-21.0*,8.1*,-58.4*,-7.4*,-12.6*,7.5*,-7.5*
CN1C(=O)N(C)C2SC(N/N=C/c3ccccc3F)=NC21 (centres undefined),·,67.4,63.4,82.4,91.1,85.5,78.7,54.3

(cont.)
SMILES,RXF 393,CAKI-1,SNB-19,A498,SNB-75,ACHN,SF-268,SF-539
CN(Cc1ccccc1)c1nc(Cl)c(/C=C/C(=O)c2ccc(Cl)cc2)s1,91.3,·,42.9,101.4,70.3,48.1,62.8,95.3
CN1[C@@H]2CC[C@H]1/C(=C\c1ccccc1)C1=C2[C@@H](c2ccccc2)C(C#N)=C(N)O1,63.0,87.4,83.6,70.3,80.4,97.4,77.0,97.8
Cc1ccc(C)c(Cn2c(N3CCC(C(=O)NCc4cccs4)CC3)nc3ccccc32)c1,100.4,90.9,93.4,93.3,87.8,95.1,101.5,98.0
Cc1nn(-c2ccccc2)c2nc3nc4c(c(N)c3c(-c3ccc(Cl)cc3)c12)CCC4,79.9,93.1,111.3,92.4,86.2,51.1,102.0,90.0
O=c1[nH]c2c(cc1S(=O)(=O)c1ccccc1)CCc1[nH]ncc1-2,116.1,96.4,·,104.4,76.3,94.2,108.1,93.5
CS(=O)(=O)Nc1cc(-c2ccc3ncnc(Nc4ccc5c(cnn5Cc5ccccc5F)c4)c3c2)cnc1Cl,20.2,27.3,49.1,-14.1*,-15.7*,59.0,24.3,34.5
Nc1cccc2c1C(=O)c1cccc(Cl)c1C2=O,90.6,80.8,91.4,75.5,91.4,84.9,99.0,97.0
C=CC1OC2C3CC(C2O1)C1OC31 (centres undefined),95.4,102.0,96.5,79.9,99.1,97.1,110.4,98.9

As entered above:
Result of `O=c1[nH]c2c(cc1S(=O)(=O)c1ccccc1)CCc1[nH]ncc1-2` under SF-539: 93.5
Result of `Nc1cccc2c1C(=O)c1cccc(Cl)c1C2=O` under RXF 393: 90.6
Result of `CS(=O)(=O)Nc1cc(-c2ccc3ncnc(Nc4ccc5c(cnn5Cc5ccccc5F)c4)c3c2)cnc1Cl` under RXF 393: 20.2

The list continues:
SMILES,RXF 393,CAKI-1,SNB-19,A498,SNB-75,ACHN,SF-268,SF-539
O=C(NCCCN1CCOCC1)c1cccc(N2C(=O)/C(=C/c3ccc(F)cc3)SC2=S)c1,94.2,81.2,92.8,51.6,62.5,87.2,94.1,90.6
CN(C)CCC(=O)c1cccc([N+](=O)[O-])c1,111.3,95.0,111.5,93.4,89.2,105.5,98.4,90.6
Cn1cnc(I)c1Cc1ccc(OCc2ccccc2)cc1,101.6,63.7,81.7,48.1,65.8,60.2,79.5,69.6
COc1ccc2cc(C(=O)c3coc4ccc(O)cc34)ccc2c1,114.5,92.6,104.0,105.0,100.7,106.9,90.1,93.7
COc1cc(-c2csc(NC(=O)c3cc(F)cc(C(F)(F)F)c3)n2)cc(OC)c1OC,11.8,42.7,40.2,·,19.3,49.1,42.4,26.8
CCCCCCCCCC(C)(N)C(=O)O (centres undefined),105.5,92.0,95.6,90.5,72.6,93.6,106.7,98.0
ClC1=C(Cl)C2(Cl)C3(Cl)C(Cl)=C(Cl)C(Cl)(C34OCCO4)C2(Cl)C12OCCO2 (centres undefined),99.1,91.3,95.9,113.5,81.5,94.9,113.6,97.5
COC1=CC(c2ccc[nH]2)=N/C1=C\c1[nH]c(C)c(C(=O)CCC(=O)NCCCOCCOCCOCCCNC(=O)CC[C@H](NC(=O)c2ccc(NCc3cnc4nc(N)[nH]c(=O)c4n3)cc2)C(=O)O)c1C,111.7,94.7,100.0,118.7,69.8,105.5,97.6,92.8
COc1ccc(C2C(C#N)=C(NC(C)=O)Oc3c2ccc2ccccc32)cc1 (centres undefined),107.9,67.2,97.7,89.9,·,88.3,91.0,90.0
CN(C)CCOc1nc2ccccc2c2c1-c1ccc(Cl)cc1C2=O,-35.6*,-13.7*,14.9,25.2,-63.8*,10.1,-25.3*,-1.7*
COc1ccc(C2CC(c3ccc4c(c3)OCO4)=NN2C(N)=S)cc1 (centres undefined),115.2,79.1,86.6,95.9,90.8,96.8,102.8,101.8
O=C(N/N=C/c1ccc(-c2cccc([N+](=O)[O-])c2)s1)c1[nH]c2ccc(Br)cc2c1-c1ccccc1,90.8,90.4,56.1,131.8,86.8,87.3,92.7,96.6
CCOc1cc2c(cc1OCC)C1CN(C2)Cc2cc(OCC)c(OCC)cc21,·,67.2,101.1,85.4,90.4,95.3,87.6,106.6
O=C1CS/C(=N\N=C(c2ccccc2)c2ccccc2)N1,106.8,90.6,96.0,78.5,97.0,104.0,100.4,104.2
COc1ccc(C(C)O)cc1 (centres undefined),·,106.8,97.4,105.3,100.4,94.5,112.6,94.9
CC(C)c1nc(N(C)S(C)(=O)=O)nc(-c2ccc(F)cc2)c1/C=C/[C@@H](O)C[C@@H](O)CC(=O)O,104.9,97.6,114.6,56.2,107.4,97.1,77.5,97.6
CC(C)(C)OC(=O)N1CCc2c(sc3ncnc(N/N=C/c4cccc5ccccc45)c23)C1,2.6*,24.2,26.3,4.8*,-3.3*,6.6*,46.7,-11.3*
CCOc1ccccc1C(=O)Oc1ccc(Cl)cc1,115.0,100.5,105.5,106.5,81.4,106.5,93.5,102.7
Nc1nc(=O)[nH]c2ccc(S(=O)(=O)c3ccc(Cl)cc3)cc12,122.1,99.6,102.3,110.0,88.5,106.9,104.2,86.4
CCN1C(=O)N(CC)C2C1NC(=S)N2/N=C/c1ccc(F)cc1 (centres undefined),105.4,77.9,98.1,95.4,73.3,102.9,91.6,97.2
NS(=O)(=O)c1cccc([N+](=O)[O-])c1,112.1,96.4,104.6,99.9,100.7,103.1,96.6,107.4
O=C(C1=Cc2cccn2Cc2cnnn21)c1ccc(F)cc1,103.6,90.7,99.5,72.9,93.0,99.1,94.7,101.0
C[n+]1ccc(NC(=O)c2ccc(NC(=O)c3cccc(C(=O)Nc4ccc(C(=O)Nc5cc[n+](C)cc5)cc4)c3)cc2)cc1,104.7,83.8,108.1,·,93.9,101.4,106.4,94.8
N#CCC(=O)NNc1nc2ccccc2nc1Cl,99.7,93.2,93.9,70.5,78.0,98.0,99.5,93.6

Of the compounds above, 3 contain a nitro group on carbon.
SMILES,RXF 393,CAKI-1,SNB-19,A498,SNB-75,ACHN,SF-268,SF-539
CN(C)CCC(=O)c1cccc([N+](=O)[O-])c1,111.3,95.0,111.5,93.4,89.2,105.5,98.4,90.6
O=C(N/N=C/c1ccc(-c2cccc([N+](=O)[O-])c2)s1)c1[nH]c2ccc(Br)cc2c1-c1ccccc1,90.8,90.4,56.1,131.8,86.8,87.3,92.7,96.6
NS(=O)(=O)c1cccc([N+](=O)[O-])c1,112.1,96.4,104.6,99.9,100.7,103.1,96.6,107.4

Further results
SMILES,RXF 393,CAKI-1,SNB-19,A498,SNB-75,ACHN,SF-268,SF-539
O=C(C(Cl)Cl)N1CC2CCC(CC2)C1,118.0,100.0,108.3,99.2,92.4,94.6,104.6,105.0
CCCCCCCCCCCCCCCCS(=O)(=O)Nc1cc(C(=O)NN)cc(C(=O)NN)c1,94.3,49.0,52.2,90.4,94.3,77.1,43.4,63.7
Cc1ccc(C(Cc2ccccc2)NC(C)CO)cc1 (centres undefined),108.3,92.3,100.8,136.7,92.5,99.9,104.2,97.8
COP(=O)(OC)c1nnn(-c2cccc([N+](=O)[O-])c2)c1C,118.2,97.2,104.6,101.3,93.6,105.5,98.2,93.3
O=COCc1ccccc1,103.9,118.4,105.3,88.4,91.3,111.8,107.1,113.7
COc1ccc(/C=N/N2CN(C(CC(N)=O)C(=O)O)P(Nc3ncccn3)N=C2N)cc1OC (centres undefined),100.6,87.2,·,100.7,94.7,103.2,·,97.3
N=c1c(S(=O)(=O)c2ccccc2)cc2c(=O)n3ccccc3nc2n1CCN1CCOCC1,107.5,94.8,94.1,59.9,95.0,107.5,100.1,99.1
CCn1cc(C(=O)O)c(=O)c2cc(F)c(N3CCN(S(=O)(=O)c4ccc(Cl)cc4Cl)CC3)cc21,27.9,4.8*,26.2,0.0*,74.8,-54.6*,24.6,8.9*
CC1(C)NC(=O)N(Br)C1=O,103.3,97.3,106.1,111.9,86.8,101.6,112.6,98.0
CCCc1ccc(CC(C)C=O)cc1 (centres undefined),94.2,92.6,100.2,92.0,85.1,104.3,97.4,97.3
O=C(CCCNC(=O)c1nc(-c2ccccc2)n(-c2ccccc2)n1)NO,102.7,98.0,98.1,·,107.5,113.8,104.6,106.7
COc1cccc(COc2ccc(Nc3ncnc4onc(-c5ccccc5)c34)cc2)c1,94.1,89.2,98.4,85.6,82.6,93.6,94.2,85.2
CC(C)C1(O)c2ccccc2Oc2ccccc21,101.9,101.0,101.6,64.9,104.3,102.6,102.8,101.7
O=C(Cc1ccccn1)c1ccncc1,132.3,97.4,109.1,98.1,98.5,104.7,102.3,98.2
CCOC(=O)/C(C#N)=N\Nc1c(C(=O)O)ccc2c1C(=O)c1ccccc1C2=O,111.2,87.9,101.6,88.4,94.9,99.2,102.0,95.1
C=C(C)[C@@H]1CC[C@]2(C)[C@H](CC=C3[C@@H]4CC(C)(C)CC[C@]4(CO)CC[C@]32C)[C@@]1(C)CCCN,31.6,40.3,79.5,80.5,39.7,-40.8*,67.6,-61.5*
CCCCCCC(C)OC(=O)c1ccccc1C(=O)O (centres undefined),113.3,·,91.3,93.7,96.4,101.4,96.2,97.4
O=S(=O)(Nc1ccccc1-c1ccccc1)c1ccccc1,100.7,90.6,98.3,108.0,93.6,102.1,97.8,97.4
Cc1ccc(C2CC(c3ccc(Nc4nc(NCCO)nc(NCCO)n4)cc3)=NN2c2ccc(Cl)cc2)cc1 (centres undefined),-12.6*,·,75.5,86.1,28.5,52.2,56.8,39.0
